ALDH1A1 block = inhibitors of human aldehyde dehydrogenase 1A1. Purified ALDH1A1, NADH fluorescence, propionaldehyde substrate. Potency, µM (series often up to 75.3 µM), for inactives: top-dose activity, negative = inhibition, hits mostly inhibitors. hit rate 7.3% among 220,000. AID 1030; active means well fitted inhibition curve with a large enough effect, not every such curve was filed as active; inconclusive means small, poorly fitted or top-dose-only effect, or another doubt; inactive means no such curve, though single readings can be large or run the other way;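 further: plate controls were no enzyme wells and a reference inhibitor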
Target sequence (P00352 whole entry, looked up): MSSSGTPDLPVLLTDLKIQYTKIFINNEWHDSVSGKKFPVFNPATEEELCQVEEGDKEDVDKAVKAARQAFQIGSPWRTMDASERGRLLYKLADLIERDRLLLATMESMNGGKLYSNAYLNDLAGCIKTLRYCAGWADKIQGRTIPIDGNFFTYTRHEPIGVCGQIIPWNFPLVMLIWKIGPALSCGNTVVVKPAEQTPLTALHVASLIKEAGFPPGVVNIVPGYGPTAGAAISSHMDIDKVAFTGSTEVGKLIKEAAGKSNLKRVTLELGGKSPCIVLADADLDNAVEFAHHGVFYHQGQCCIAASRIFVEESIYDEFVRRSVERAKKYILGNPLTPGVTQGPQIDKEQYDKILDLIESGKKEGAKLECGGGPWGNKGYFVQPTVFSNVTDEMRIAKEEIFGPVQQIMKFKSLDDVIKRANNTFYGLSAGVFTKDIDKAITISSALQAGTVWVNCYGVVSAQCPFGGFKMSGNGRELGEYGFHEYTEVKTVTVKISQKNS
Tau ThT inhib = inhibitors of human tau fibril formation, thioflavin T binding. P10636. recombinant tau K18 P301L (four-repeat tau fragment), heparin-induced fibrillization, ThT fluorescence. Potency, µM (titrated, usually from 57.4 µM), inactives show top-dose activity, negative = inhibition, actives largely listed as inhibitors. hit rate 2.1% among 270,000; further: on the % scale 0 is the no-effect control and ±100 the full control effect; nearly all actives have a fitted effect of over 55% in size
Target sequence (P10636 561-689 P618L limits assumed): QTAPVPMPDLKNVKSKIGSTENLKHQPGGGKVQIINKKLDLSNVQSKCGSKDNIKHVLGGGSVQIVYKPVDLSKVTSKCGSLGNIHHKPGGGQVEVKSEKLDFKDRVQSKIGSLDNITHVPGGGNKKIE
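Heparin-induced (20 uM) aggregation of recombinant human K18 P301L tau, 15 uM unlabeled with 0.24 uM labeled, pH 7 acetate buffer, 6 hr at 37 C with compound. Fibrils quantified by 30 uM ThT fluorescence after 1 hr ambient incubation.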
LMNA splice mod = LMNA splicing modulation. HeLa LMNA splicing GFP/RFP minigene ratio, 48 h. Potency, µM (titrated, usually from 46.1 µM), inactives show at the top dose ratio change, negative = inhibition, most hits filed as inhibitors. hit rate 0.01% among 200,000; active means well fitted inhibition curve with a large enough effect in the signal ratio, with a control signal flat, not every such curve was filed as active; inconclusive means small, poorly fitted or top-dose-only effect, or effect the other way, or a change in a side signal; the % refers to the signal ratio; further: on the % scale 0 is the no-effect control and ±100 the full control effect
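Read-out is the ratio of GFP to DsRed2 object intensity, acquired by 488 nm laser-scanning cytometry on HeLa lamin A-EGFP minigene reporter cells. Compound incubation 48 hrs at 37 °C in Opti-MEM with 2% FBS; DMSO 0.5% final.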
KinaseGlo FLuc = Kinase-Glo luciferase inhibition (counter-screen); Potency, µM (doses to about 38.3 µM), for the others: at the highest dose activity change, negative = inhibition, usual class: inhibitors; Q27757; hit rate 0.28% among 200,000; AID 1379; Kinase-Glo luciferase, ATP luminescence, 8 min; further: on the % scale 0 is the no-effect control and ±100 the full control effect; nearly all actives have a fitted effect of over 60% in size
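Luminescence was the read-out, taken after 8-minute incubation at ambient temperature. Luciferase turned over luciferin with 10 uM ATP in imidazole pH 7.2 buffer containing KCl, MgCl2, Tween 20 and BSA.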
SMN2 splice enh = SMN2 splice variant enhancement | AID 1458 | HEK293 SMN2-luciferase splicing reporter, luminescence, 30-36 h | hit rate 2.8% among 210,000 | Potency, µM (titrated, usually from 46.1 µM), for inactives: at the top dose activity change, positive = activation, actives largely listed as activators; further: % of control where 0% means no effect; nearly all actives have a fitted effect of over 55% in size
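HEK293 cells carry an SMN2 minigene-luciferase reporter in which exon 7 inclusion puts luciferase in frame. Cells were seeded at 2000 cells/well, attached for 10-12 hours, then exposed to compounds for 30-36 hours at 37C before ONE-Glo luminescence.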
Numbers without * were called inactive; ? = inconclusive; nt = no result given; [ ] = another dose, or the depositor's remark. Unless noted, the call rests on the fitted dose curve; in most records, active means well fitted curve in the direction sought with a large enough effect; inconclusive means small, poorly fitted or top-dose-only effect, or another doubt; inactive means no such curve, though single readings can be large; an effect the other way counts as inactive or inconclusive. Potency means the concentration at half of the fitted maximal effect.

SMILES	ALDH1A1 block	Tau ThT inhib	LMNA splice mod	KinaseGlo FLuc	SMN2 splice enh
Cc1ccc(C)c(CNC(=O)c2ccc3c(c2)nc2n3CCOC2)c1	nt	0%	-6%[46 µM]	nt	nt
Cc1ccc(CSc2nc3cccnc3n2Cc2ccc(C(=O)NC3CC3)cc2)cc1	nt	8%	11%[46 µM]	nt	nt
COc1ccc(N2CCN(c3ncnc4c3cnn4-c3ccc(C)c(Cl)c3)CC2)cc1	nt	?	0%[46 µM]	nt	nt
CCOC(=O)c1cc(-c2ccc(OC)cc2)n(CCC(=O)Nc2cccc(C(C)=O)c2)c1C	nt	1%	?	nt	nt
COC(=O)c1scc(-c2ccc(C)cc2)c1S(=O)(=O)Nc1cc(Cl)c(OC)cc1OC	nt	-3%	-1%[46 µM]	nt	nt
COc1ccc(Cl)cc1Nc1ncnc2c1nc1n2CCCC1	nt	-2%	?	nt	nt
CCOC(=O)c1scc(-c2ccc(C)cc2)c1S(=O)(=O)Nc1cc(Cl)ccc1OC	nt	14%	9%[46 µM]	nt	nt
CCCOc1ccc(C2C(=O)N(C3CCCCC3)CC(=O)N2CCc2ccccc2)cc1OC (stereo not drawn)	nt	-16%	-17%[46 µM]	nt	nt
COc1ccc(C)c2sc(N(Cc3cccnc3)C(=O)C3CCCCC3)nc12	nt	-19%	5%[46 µM]	nt	nt
Cc1ccc(-n2ncc3c(NC4CCCC4)ncnc32)cc1	nt	-5%	?	nt	nt
O=C(CCOc1ccccc1)N(Cc1cccnc1)c1nc2c(F)cc(F)cc2s1	nt	-20%	?	nt	nt
CCC(C)Nc1ncnc2c1cnn2-c1ccc(F)cc1 (stereo not drawn)	nt	4%	-18%[46 µM]	nt	nt
COCCn1c(CNC(=O)c2ccc(C)cc2)nc2cccnc21	nt	1%	6%[46 µM]	nt	nt
COC(=O)c1ccc(NS(=O)(=O)c2ccc3[nH]c4c(c3c2)CCCCC4)cc1	nt	-1%	?	nt	nt
CN1CCN(c2ccncc2S(=O)(=O)N2CCN(C)CC2)CC1	13%[13.5 µM]	nt	nt	1%[7.66 µM]	1%[9.22 µM]
O=C(O)CSc1ncccc1[N+](=O)[O-]	-3%[13.5 µM]	nt	nt	0%[7.66 µM]	1%[9.22 µM]
O=C(O)c1ccc(NS(=O)(=O)Cc2ccccc2)cc1	-3%[13.5 µM]	nt	nt	-6%[7.66 µM]	-3%[9.22 µM]
NC(N)=NC(N)=Nc1c(F)c(F)c(F)c(F)c1F	3%[13.5 µM]	nt	nt	3%[7.66 µM]	-22%[9.22 µM]
c1ccc2c(CN3CCN(Cc4c[nH]c5ccccc45)CC3)c[nH]c2c1	-11%[13.5 µM]	nt	nt	-3%[7.66 µM]	1%[9.22 µM]
O=C(O)[C@H]1CCCC[C@@H]1c1c2ccc(=O)c(O)c-2oc2c(O)c(O)ccc12	-9%[13.5 µM]	nt	nt	-4%[7.66 µM]	-2%[9.22 µM]
N#CC(CC(=O)O)=C(c1ccccc1)c1ccccc1	4%[13.5 µM]	nt	nt	0%[7.66 µM]	2%[9.22 µM]
N=C1CCC[C@@H]1C(=S)SCCC(N)=O	11%[13.5 µM]	nt	nt	-4%[7.66 µM]	-5%[9.22 µM]
CCN1CCC(O)([C@H](C(=O)O)c2ccccc2)CC1	-15%[13.5 µM]	nt	nt	-1%[7.66 µM]	-6%[9.22 µM]
S=C(Nc1ccc2cn[nH]c2c1)Nc1ccc2cn[nH]c2c1	?	nt	nt	-5%[7.66 µM]	-8%[9.22 µM]
CC(C)Cn1cnc2c(Sc3c([N+](=O)[O-])ncn3C)nc(N)nc21	-1%[13.5 µM]	nt	nt	-1%[7.66 µM]	-24%[9.22 µM]
CC1=CC(C)(C)Nc2ccc(CSc3ccccc3)cc21	?	nt	nt	-8%[7.66 µM]	1%[9.22 µM]
CC(C)(C)c1ccc(O)c(CN(Cc2c(O)ccc3ccccc23)C2CCCCC2)c1	?	nt	nt	-1%[7.66 µM]	-2%[9.22 µM]
O=C(CCCc1ccccn1)c1ccccc1	3%[13.5 µM]	nt	nt	-3%[7.66 µM]	2.8µM*
O=C(O)c1ccc(C(=O)O)c2c(C(=O)O)ccc(C(=O)O)c12	-4%[13.5 µM]	nt	nt	0%[7.66 µM]	-5%[9.22 µM]
Cn1c(=O)c2[nH]c(CCCc3ccc([N+](=O)[O-])cc3)nc2n(C)c1=O	1%[13.5 µM]	nt	nt	-5%[7.66 µM]	-9%[9.22 µM]
O=C(O)CCCc1ccc2ccc3ccccc3c2c1	3%[13.5 µM]	nt	nt	-6%[7.66 µM]	-16%[9.22 µM]
NC1=C(O)C(=O)[C@H](c2c[nH]c3ccc(OCc4ccccc4)cc23)O1	-6%[13.5 µM]	nt	nt	-4%[7.66 µM]	-6%[9.22 µM]
Fc1cccc(F)c1C(Nc1nncs1)Nc1nncs1	-1%[13.5 µM]	nt	nt	-3%[7.66 µM]	-9%[9.22 µM]
O=C(O)c1c[nH]c2c(ccc3[nH]cc(C(=O)O)c(=O)c32)c1=O	-10%[13.5 µM]	nt	nt	0%[7.66 µM]	-7%[9.22 µM]
CN(C)Cc1ccc(C(C)(C)C)cc1-c1cc(C(C)(C)C)ccc1CN(C)C	-2%[13.5 µM]	nt	nt	-4%[7.66 µM]	2%[9.22 µM]
O=C=Nc1ccc(Cc2ccc(N=C=O)cc2)cc1 (tested in a mixture with another compound)	5%[13.5 µM]	nt	nt	-3%[7.66 µM]	-13%[9.22 µM]
CN(C)CC(C)(C)CN1c2ccccc2Sc2ccccc21	2%[13.5 µM]	nt	nt	-3%[7.66 µM]	-7%[9.22 µM]
C/C(=N/O)[C@@H]1C[C@H](CC(=O)O)C1(C)C	1%[13.5 µM]	nt	nt	-1%[7.66 µM]	-14%[9.22 µM]
COc1ccc(Cc2ccc3[nH]c(=O)cc(C)c3c2)cc1S(=O)(=O)O	1%[13.5 µM]	nt	nt	-2%[7.66 µM]	0%[9.22 µM]
O=c1oc2cc(N=Cc3ccc4c(c3)OCO4)ccc2c2ccccc12	?	nt	nt	-4%[7.66 µM]	7%[9.22 µM]
C/C(=N/NS(=O)(=O)c1ccc(C)cc1)P(=O)(O)O	9%[13.5 µM]	nt	nt	-1%[7.66 µM]	-4%[9.22 µM]
O=C(O)C(Cc1cccs1)C(=O)O	-10%[13.5 µM]	nt	nt	-4%[7.66 µM]	-3%[9.22 µM]
COc1cc(N=C(N)N=C(N)N)c2ncccc2c1	9%[13.5 µM]	nt	nt	0%[7.66 µM]	-8%[9.22 µM]
O=C(O)Cc1[nH]cnc1C(=O)O	10%[13.5 µM]	nt	nt	-8%[7.66 µM]	-2%[9.22 µM]
CC1=c2c(oc3cc(O)c(Nc4c(C)cc(O)cc4O)c(C)c23)=CC(=O)C1=Nc1c(C)cc(O)cc1O	22%[13.5 µM]	nt	nt	-18%[7.66 µM]	-22%[9.22 µM]
Oc1cccc2ccc(SSc3ccc4cccc(O)c4n3)nc12	4µM*	nt	nt	-9%[7.66 µM]	-10%[9.22 µM]
CC(C)=C[C@H]1[C@@H](COC(=O)c2ccccc2Cl)C1(C)C	1%[13.5 µM]	nt	nt	-1%[7.66 µM]	-7%[9.22 µM]
O=C1c2ccccc2-c2cc([N+](=O)[O-])c([N+](=O)[O-])cc21	?	nt	nt	-6%[7.66 µM]	-18%[9.22 µM]
Cc1nc2cccc([N+](=O)[O-])c2n1CCCN(C)C	?	nt	nt	-1%[7.66 µM]	2%[9.22 µM]
O=C1C(=O)c2ccccc2C(O)=C1C(CCc1ccccc1)C1=C(O)c2ccccc2C(=O)C1=O	?	nt	nt	-24%[7.66 µM]	-12%[9.22 µM]
C[N+]1(CCC(=O)c2ccco2)CC2CCC(CC2)C1 (stereo not drawn)	5%[13.5 µM]	nt	nt	-2%[7.66 µM]	6%[9.22 µM]
C=C(Br)CN(C)CC(=C)Br	-3%[13.5 µM]	nt	nt	-2%[7.66 µM]	5%[9.22 µM]
CC1=NNC(=S)NCCCN2CCN(CCCNC(=S)NN=C(C)C=NNC(=S)NCCCN3CCN(CCCNC(=S)NN=C1)CC3)CC2	-11%[13.5 µM]	nt	nt	-5%[7.66 µM]	-1%[9.22 µM]
O=C(CCN1CCCCC1)c1csc2ccccc12	0.14µM*	nt	nt	0%[7.66 µM]	4%[9.22 µM]
CN(C)CCNS(=O)(=O)N(C)C	?	nt	nt	-4%[7.66 µM]	3%[9.22 µM]
CC(C)CSC[C@@H]1O[C@H](n2cnc3c(N)nccc32)[C@H](O)[C@@H]1O	14%[13.5 µM]	nt	nt	-2%[7.66 µM]	-37%[inhibitor][9.22 µM]
O=C(O)[C@@H](c1ccccc1)[C@@H](C(=O)O)c1ccccc1	-1%[13.5 µM]	nt	nt	-2%[7.66 µM]	-8%[9.22 µM]
Nc1nc(SCc2ccccc2Cl)cc(C(=O)O)n1	0%[13.5 µM]	nt	nt	-5%[7.66 µM]	-6%[9.22 µM]
Clc1ccccc1NN(Cc1ccncc1)c1ccccc1Cl	?	nt	nt	-4%[7.66 µM]	-31%[inhibitor][9.22 µM]
NC(=O)NC(=O)[C@H]1CCCC[C@@H]1C(=O)O	4%[13.5 µM]	nt	nt	-1%[7.66 µM]	-15%[9.22 µM]

Among those listed so far, two have a tert-butyl group.
SMILES	ALDH1A1 block	Tau ThT inhib	LMNA splice mod	KinaseGlo FLuc	SMN2 splice enh
CC(C)(C)c1ccc(O)c(CN(Cc2c(O)ccc3ccccc23)C2CCCCC2)c1	?	nt	nt	-1%[7.66 µM]	-2%[9.22 µM]
CN(C)Cc1ccc(C(C)(C)C)cc1-c1cc(C(C)(C)C)ccc1CN(C)C	-2%[13.5 µM]	nt	nt	-4%[7.66 µM]	2%[9.22 µM]

Additional records follow.
SMILES	ALDH1A1 block	Tau ThT inhib	LMNA splice mod	KinaseGlo FLuc	SMN2 splice enh
N=C(N)c1ccc(/C=C\c2ccc(C(=N)N)cc2)cc1	?	nt	nt	-5%[7.66 µM]	-1%[9.22 µM]
COc1ccc2c3c([nH]c2c1)[C@H]1C[C@@H]2[C@@H](C[C@@H](O)[C@H](OC)[C@H]2C(=O)O)CN1CC3	-11%[13.5 µM]	nt	nt	-7%[7.66 µM]	?
O=S(=O)(O)c1ccc(N=Nc2ccc3c(S(=O)(=O)O)cccc3c2O)c2ccccc12	2%[13.5 µM]	nt	nt	-12%[7.66 µM]	-17%[9.22 µM]
OCCNc1ncnc2nc[nH]c12	1%[13.5 µM]	nt	nt	-4%[7.66 µM]	-8%[9.22 µM]
O=C(O)c1[nH]c2c([N+](=O)[O-])cc([N+](=O)[O-])cc2c1C(=O)O	-3%[13.5 µM]	nt	nt	-4%[7.66 µM]	-1%[9.22 µM]
Nc1nc(N)c(CCCCc2ccccc2)c(N)n1	17%[13.5 µM]	nt	nt	-6%[7.66 µM]	-12%[9.22 µM]
C[N+](C)(C)c1ncnc2c1ncn2[C@@H]1CCCCO1	-1%[13.5 µM]	nt	nt	0%[7.66 µM]	-12%[9.22 µM]
C[N+](C)(C)CCCSc1nc2ccccc2[nH]1	5%[13.5 µM]	nt	nt	-1%[7.66 µM]	-13%[9.22 µM]
COc1cc(O)c2c(O)c3c(c4c2c1[C@@]1(C4)C(C)=CCCC1(C)C)[C@H](O)[C@@]1(O)CC(=O)C(C(N)=O)=C(O)[C@]1(O)C3=O	9%[13.5 µM]	nt	nt	-8%[7.66 µM]	1%[9.22 µM]
NCC(=O)Nc1ccccc1	3%[13.5 µM]	nt	nt	1%[7.66 µM]	5%[9.22 µM]

Compound activity as filed in PubChem BioAssay.

An excerpt. The share of hits here may be higher or lower than overall.
